High-throughput results: PubChem BioAssay, National Center for Advancing Translational Sciences (NCATS)
FUS yeast rescue: qHTS for Suppressors of FUS Proteinopathy: Primary screen using FUS-linked yeast assay; AID 1347120, 2019; S. cerevisiae FUS-expressing, growth rescue, OD600, 24 h; Potency, µM (top dose mostly 76.6 µM), for the others: at the top dose growth rescue (activation), most hits filed as activators; 390,000 tested, 0.24% active;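 also: plate controls were DMSO vehicle for no effect and reference control for full effect; nearly all actives have a fitted effect of over 55% in size; some results filed as inactive show a strong effect at the top dose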
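Yeast FUS proteinopathy model; galactose-induced FUS (2%), starting OD 0.005. Cpds in dilution series, 24hr, 30C, 99% humidity. Abs 600 nm growth. Pos ctrl CP55940 (top 92uM final); neg ctrl DMSO.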
PTHR1 agonist: qHTS for PTHR1 Agonists: Primary Screen; HEK293 GP2 PTHR1 cells, GloSensor cAMP luminescence, 1 h; Potency, µM (series often up to 115 µM), without a hit: at the highest dose activation, most hits filed as activators; 410,000 tested, 0.075% active; also: nearly all actives have a fitted effect of over 55% in size; some results filed as inactive show a strong effect at the top dose; inactives centre near -15; many of its hits are not listed in these tables
Target sequence (Q03431 whole entry, looked up): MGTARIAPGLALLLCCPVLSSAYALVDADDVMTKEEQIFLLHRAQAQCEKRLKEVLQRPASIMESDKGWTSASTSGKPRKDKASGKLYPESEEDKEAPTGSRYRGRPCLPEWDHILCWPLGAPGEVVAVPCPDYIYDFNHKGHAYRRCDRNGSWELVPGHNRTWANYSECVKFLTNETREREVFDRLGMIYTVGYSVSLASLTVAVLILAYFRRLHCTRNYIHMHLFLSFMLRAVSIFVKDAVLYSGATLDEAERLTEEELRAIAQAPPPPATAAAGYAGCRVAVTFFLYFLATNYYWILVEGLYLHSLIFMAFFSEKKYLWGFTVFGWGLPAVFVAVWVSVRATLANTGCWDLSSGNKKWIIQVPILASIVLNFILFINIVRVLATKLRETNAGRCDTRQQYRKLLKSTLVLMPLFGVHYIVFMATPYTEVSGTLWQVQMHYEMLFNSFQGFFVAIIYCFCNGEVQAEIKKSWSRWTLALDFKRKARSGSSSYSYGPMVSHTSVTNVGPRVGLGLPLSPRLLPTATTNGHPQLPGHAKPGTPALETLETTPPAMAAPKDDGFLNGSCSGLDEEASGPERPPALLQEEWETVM
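HEK-293-derived GP2 cells expressing PTHR1 and a GloSensor cAMP reporter, 3,000/well, plated overnight, given luciferin plus IBMX (each 0.5 mM as added) for 1 h at 37 °C, then compound for 1 h at 37 °C. Luminescence was read after 15 min at room temperature.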
TDP43 rescue: qHTS of TDP-43 Inhibitors. TDP-43 expressing yeast growth rescue, BacTiter-Glo, 24 h. 410,000 tested, 1.8% active. Potency, µM (titrated, usually from 46.1 µM), for the others: at the highest dose growth rescue (activation), actives largely listed as activators; also: % of control where 0% means no effect; nearly all actives have a fitted effect of over 50% in size
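Yeast expressing TDP-43 (pregrown in raffinose, seeded at OD600=0.02 in galactose medium) exposed to compounds 24 hr at 30 deg C. Growth read by BacTiter-Glo luminescence; rescue of toxicity appears as increased signal.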
* = called active by the depositor; i = inactive; ? = inconclusive; [ ] = remark or other dose. Calls follow the shape of the dose curve; as a rule, active = well fitted curve in the direction sought with a large enough effect; inconclusive = small, poorly fitted or top-dose-only effect, or another doubt; inactive = no such curve, though single readings can be large; an effect the other way counts as inactive or inconclusive. Potency is read from the fitted curve at half-maximal effect. This is a subset; rates above refer to the full screens.

Start of the data: the first 3 entries as a preview:
| mol | FUS yeast rescue | PTHR1 agonist | TDP43 rescue |
| --- | --- | --- | --- |
| CCN1CCN(c2ncnc3c2cnn3-c2ccc(C)c(C)c2)CC1 | 4% | -57%[inhibitor] | -12% |
| COc1ccc(NC(=O)c2cc(S(=O)(=O)N3CCCCCC3)cn2C)c(OC)c1 | 40% | i | 27% |
| CCCNC(=O)CN1C(=O)CSc2ccc(S(=O)(=O)N3CCC(C)CC3)cc21 | -8% | i | 7% |

Main list, from the first entry:
| mol | FUS yeast rescue | PTHR1 agonist | TDP43 rescue |
| --- | --- | --- | --- |
| CCN1CCN(c2ncnc3c2cnn3-c2ccc(C)c(C)c2)CC1 | 4% | -57%[inhibitor] | -12% |
| COc1ccc(NC(=O)c2cc(S(=O)(=O)N3CCCCCC3)cn2C)c(OC)c1 | 40% | i | 27% |
| CCCNC(=O)CN1C(=O)CSc2ccc(S(=O)(=O)N3CCC(C)CC3)cc21 | -8% | i | 7% |
| CCn1c(=O)c(C(=O)Nc2ccc(C(C)=O)cc2)nc2ccccc21 | -27% | -29% | 15% |
| Cc1ccc(-c2nc3sc(CCNC(=O)c4ccc(Br)o4)c(C)n3n2)cc1 | ? | -25% | 18µM* |
| C=Cc1ccc(Cn2c(=O)n(-c3ccc(C)cc3)c(=O)c3c2c2cc(OC)ccc2n3C)cc1 | 8% | -9% | 14% |
| Cc1c(/C=C(\C#N)C(=O)Nc2cccc(Cl)c2)c2ccccc2n1Cc1ccccc1Cl | 13% | -15% | -2% |
| O=C(Nc1ccccc1C(F)(F)F)N1CCC2(CC1)Oc1ccccc1C(=O)N2Cc1ccccc1F | -7% | -22% | 7% |
| Cc1ccc(CNC(=O)c2ccc3c(c2)nc2n3CCOC2)cc1 | -5% | -6% | -12% |
| CCc1cccc(-n2nnc(-c3nsc(NC(=O)c4cccc(OC)c4)n3)c2C)c1 | 20% | -20% | 12% |
| CCOc1ccc2ncc3c(-c4ccccc4)nn(CC(=O)Nc4cccc(F)c4)c3c2c1 | -33% | i | ? |
| CCc1nccn1S(=O)(=O)c1cc(Br)ccc1Br | -1% | -80%[inhibitor] | -2% |
| O=C(Cn1ncc2c(=O)oc3ccccc3c21)NCc1ccc(Cl)cc1 | -25% | -35%[inhibitor] | 4% |
| CCOc1ccc2nc(Cl)c(C3CC(c4ccc(C)cc4)=NN3C(=O)CCC(=O)O)cc2c1 (stereo not drawn) | 0% | i | 11% |
| Cc1ccc(NC(=O)CN(Cc2ccccc2)S(=O)(=O)c2ccc3nc(C)sc3c2)c(C)c1 | 22% | -19% | 13% |
| COc1ccc(-c2noc(CCC(=O)Nc3ccc(C(F)(F)F)cc3)n2)cc1 | -23% | -31%[inhibitor] | 21% |
| Cc1ccc2[nH]c3c(=O)n(CC(=O)N(C)c4cc(Cl)ccc4C)ncc3c2c1 | -5% | -37%[inhibitor] | 17% |
| O=C(NCC(c1cccs1)S(=O)(=O)c1cccs1)c1ccc(C(F)(F)F)cc1 (stereo not drawn) | 35% | -21% | 9% |
| Cc1cc(C)c(NC(=O)C(C)n2c(=O)cc(C)c3c(C)nn(-c4ccccc4)c32)c(C)c1 (stereo not drawn) | -35% | i | 20% |
| CC(C(=O)NCc1cccc(Br)c1)n1ncn2cccc2c1=O (stereo not drawn) | -6% | ? | 7% |
| CCOc1cc(-c2ccc(OC(=O)c3ccc(Cl)cc3)c(OC)c2)cc(=O)c2c(C)oc(C)c12 | ? | -20% | 0% |
| Cc1ccc(NC(=O)Cn2c(=O)c(C(F)(F)F)nc3ccccc32)cc1C | -15% | -4% | 5% |
| CCOc1ccc(-c2cc(C(=O)NCCc3ccccc3)c3c(-c4ccc(C)cc4)[nH]nc3n2)cc1 | 2% | i | 29% |
| CCc1cccc(NC(=O)CN2C(=O)COc3ccc(S(=O)(=O)N4CCC(C)CC4)cc32)c1 | 1% | -26% | 15% |
| Cc1nc2nc(SCC(=O)NCCc3ccccc3)nn2c(C)c1Cc1c(F)cccc1Cl | ? | -15% | 22µM* |
| Cc1c(C(=O)N2CCCCCC2)c(S(=O)(=O)NCc2ccccc2)c(C)n1C | 7% | -9% | 9% |
| COc1ccc(CCN2C(=O)CN(C3CCCCCC3)C(=O)C2c2ccc(C)cc2)cc1OC (stereo not drawn) | 24% | -1% | 1% |
| CCC(=O)N1CCc2cc(Br)cc(S(=O)(=O)NCCc3ccc(C)cc3)c21 | 3% | i | 17% |
| Cc1cc2nc(-c3ccc(OCc4ccccc4)cc3)cc(C(F)(F)F)n2n1 | -21% | 10% | 16% |
| Cc1ccc(N2CCN(S(=O)(=O)c3nnc(NC(=O)c4cccc(F)c4)s3)CC2)cc1 | -5% | -38% | 1% |
| CCc1cc(C(=O)NC(C)c2ccccc2)no1 (stereo not drawn) | -5% | i | 13% |
| COc1ccc(NC(=O)c2cc3cc(C)ccc3n2C)cc1 | -14% | i | 2%[9.22 µM] |
| COc1cccc(-c2cnc(NCc3ccccc3Cl)n2C)c1 | -2% | i | -14% |
| COc1ccc(C2CC(=O)Nc3cc4c(cc32)OCO4)c(OC)c1 (stereo not drawn) | 14% | -2% | 16% |
| Cc1ccc(-c2nc3cccc(C)n3c2Nc2ccc3c(c2)OCO3)o1 | 27% | -11% | ? |
| CCN(CC)c1ccc(NC(=O)CSc2nc(-c3cccs3)cc(C(F)(F)F)n2)cc1 | -5% | -7% | 17% |
| Cn1c(-c2ccccc2)cnc1NCc1ccccc1O | -10% | i | 11% |
| O=C(CCC(=O)N1CC2CCCN2c2ccccc21)NCc1ccccc1 (stereo not drawn) | 16% | 30% | 0% |
| CCOc1ccc(NC(=O)C(=O)NCCc2csc(-c3ccc(F)cc3)n2)cc1 | -16% | -10% | -2% |
| NC(=O)c1nn2c(C(F)(F)F)cc(-c3ccc(Br)cc3)nc2c1Cl | 12% | i | 24% |
| CCOc1ccccc1NC(=O)c1c(NC(=O)COc2ccccc2)sc2c1CCCC2 | -3% | i | 12% |
| O=C(c1cccc(Cl)c1)N1CCN(CCc2ccccn2)CC1 | 9% | i | 5% |
| COc1ccc(-n2ncc(C(=O)NCc3ccc4c(c3)OCO4)c2C2CCN(C(=O)OC(C)(C)C)CC2)cc1 | 32µM* | -22% | 30% |
| COc1ccc(CNC(=O)Nc2cn(CC(C)C)c(=O)c3ccccc23)c(OC)c1 | 11% | -31%[inhibitor] | 0% |
| COc1cc2[nH]c(=O)n(CCCCCC(=O)N3CCN(c4ccc(Cl)cc4)CC3)c(=O)c2cc1OC | -10% | -59%[inhibitor] | 11% |
| Cn1cc(S(=O)(=O)c2ccccc2)c(=O)c2cc(F)c(N3CCCC3)cc21 | -23% | 19% | 6% |
| COC(=O)c1cc2oc3ccccc3c2n1Cc1cc(C)ccc1C | -4% | -42%[inhibitor] | 3% |
| CCC(C(=O)Nc1ccccc1)n1nc(-c2cc(C)ccc2C)ccc1=O (stereo not drawn) | 41% | -3% | 0% |
| O=C(NC1CCN(Cc2ccccc2)CC1)c1ccc(Cn2c(=O)c3ccccc3n(Cc3ccccc3)c2=O)cc1 | 22% | ? | 0% |
| CCCCn1c(CNC(=O)C23CC4CC(CC(C4)C2)C3)nnc1SCC(=O)Nc1ccc(C)cc1 | ? | -25% | 17% |
| COc1ccc(OC)c(NC(=O)Cn2ccn(-c3ccc(F)cc3)c(=O)c2=O)c1 | 7% | -21% | 6% |
| CCc1ccc(CNc2ncnc3c2nc2n3CCCC2)cc1 | 13% | -11% | 18% |
| Cc1ccc(NC(=O)C2CCCN(S(=O)(=O)c3c(C)n[nH]c3C)C2)c(C)c1 (stereo not drawn) | -20% | -6% | 1% |
| CCOc1ccc(N(C)S(=O)(=O)c2ccc3c(c2)C(C)(C)C(=O)N3C)cc1 | -18% | i | ? |
| Cc1cc(C)c(NC(=O)Cn2c(=O)oc3cc(S(=O)(=O)N4CCCCCC4)ccc32)c(C)c1 | 11% | -39%[inhibitor] | 13% |
| CCCCNC(=O)C1CCN(C(=O)N2CC(C)Oc3ccc(Cl)cc32)CC1 (stereo not drawn) | 0% | -4% | 0% |
| CCOc1ccc(CNC(=O)c2ccc(NC(=O)N3CCSc4ncccc43)cc2)cc1 | -3% | -8% | 4% |
| Cc1c(C(=O)Nc2ccccc2)sc2nc(-c3cc4ccccc4oc3=O)[nH]c(=O)c12 | -17% | 2% | 27% |
| COc1ccccc1CNC(=O)Cc1c(C)c2c(cc(C)c3c(C)coc32)oc1=O | -20% | i | 2% |
| CCN1CCN(C(c2ccc(F)cc2)c2c(O)cc(C)n(CCOC)c2=O)CC1 (stereo not drawn) | 17% | -17% | 22% |

A second format for part of the listing above.
Each structure is followed by: FUS yeast rescue	PTHR1 agonist	TDP43 rescue
- Cc1cc(C)c(NC(=O)Cn2c(=O)oc3cc(S(=O)(=O)N4CCCCCC4)ccc32)c(C)c1
→ 11%	-39%[inhibitor]	13%
- CCCCNC(=O)C1CCN(C(=O)N2CC(C)Oc3ccc(Cl)cc32)CC1 (stereo not drawn)
→ 0%	-4%	0%

Whole records from above. Values in the order: FUS yeast rescue | PTHR1 agonist | TDP43 rescue
Profile of `CCOc1cc(-c2ccc(OC(=O)c3ccc(Cl)cc3)c(OC)c2)cc(=O)c2c(C)oc(C)c12` → ? | -20% | 0%
Profile of `O=C(Nc1ccccc1C(F)(F)F)N1CCC2(CC1)Oc1ccccc1C(=O)N2Cc1ccccc1F` → -7% | -22% | 7%

Continued.
COc1cc(C2C(=O)N(C3CCCCC3)CC(=O)N2C2CCCCC2)ccc1OC(C)C (stereo not drawn)
- FUS yeast rescue = -1%
- PTHR1 agonist = 15%
- TDP43 rescue = -23%

COc1ccc(Cc2nc3ccc(C(=O)NCCc4ccc(OC)c(OC)c4)cc3o2)cc1
- FUS yeast rescue = -11%
- PTHR1 agonist = i
- TDP43 rescue = -13%

Cn1nc(C(=O)NCc2ccc(Cl)cc2)c2c1-c1ccccc1SC2
- FUS yeast rescue = 12%
- PTHR1 agonist = -14%
- TDP43 rescue = 8%

CCOc1ccc(N2CC(c3nc4ccccc4n3CCCOc3ccc(OC)cc3)CC2=O)cc1 (stereo not drawn)
- FUS yeast rescue = -8%
- PTHR1 agonist = -31%[inhibitor]
- TDP43 rescue = 20%

Cc1oc2ccc(O)c(CN3CCCC3)c2c1C(=O)Nc1cccc(Cl)c1C
- FUS yeast rescue = -10%
- PTHR1 agonist = -24%
- TDP43 rescue = 15%

COc1ccc(NC(=O)CSc2nc(-c3ccc(F)cc3)c3cccc(C)c3n2)cc1
- FUS yeast rescue = -20%
- PTHR1 agonist = -17%
- TDP43 rescue = 5%

Cc1ccccc1CNCCSc1nnnn1-c1ccccc1
- FUS yeast rescue = -7%
- PTHR1 agonist = -20%
- TDP43 rescue = 5%

Cc1ccc(-n2ncc3c(NCCCN(C)C)ncnc32)cc1Cl
- FUS yeast rescue = -2%
- PTHR1 agonist = i
- TDP43 rescue = 2%

CCOc1ccc(NC(=O)c2ccc3[nH]c(C)c(C)c3c2)cc1
- FUS yeast rescue = 23%
- PTHR1 agonist = -18%
- TDP43 rescue = -1%

COc1ccc(-c2cc3nc(-c4ccc(C)cc4)cc(C(F)(F)F)n3n2)cc1
- FUS yeast rescue = -2%
- PTHR1 agonist = 13%
- TDP43 rescue = 8%

Looked up above.
Value for `COc1cc(C2C(=O)N(C3CCCCC3)CC(=O)N2C2CCCCC2)ccc1OC(C)C` (stereo not drawn) in FUS yeast rescue: -1%
Value for `COc1ccc(NC(=O)CSc2nc(-c3ccc(F)cc3)c3cccc(C)c3n2)cc1` in TDP43 rescue: 5%
